Screens: PubChem BioAssay, National Center for Advancing Translational Sciences (NCATS)
MLL CXXC-DNA inh = MLL CXXC-DNA interaction inhibition; AID 2662; Q03164; MLL-CXXC / FITC-HOXA9 DNA fluorescence polarization; actives 0.037% (n = 290,000); Potency, µM (highest dose often 115 µM), for the others: at the top dose activity change, negative = inhibition, most hits filed as inhibitors; active = well fitted inhibition curve with a large enough effect in the polarisation, with a control signal flat, not every such curve was filed as active; inconclusive = small, poorly fitted or top-dose-only effect, or effect the other way, or a change in a side signal; inactive = no such curve, though single readings can be large or run the other way; the % refers to the polarisation; also: potency is read from the fitted curve at half-maximal effect
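Fluorescence polarization: 7 uM MLL-CXXC (stock) preincubated 5 min with compounds, then 50 nM fluorescein-HOX-A9 DNA (stock) added; 30 min ambient. Buffer 50 mM Tris-HCl pH 7.5, 50 mM NaCl, 1 mM DTT, 0.05% BSA.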
A-T KAP1 phos = potential ataxia-telangiectasia treatment. […] A-T fibroblasts, KAP-1 phosphorylation AlphaLISA; neocarzinostatin DNA damage 30 min before lysis. Potency, µM (highest dose often 57.5 µM), inactives show at the highest dose activation, most hits filed as activators. actives 0.19% (n = 320,000). AID 485349; also: potency is read from the fitted curve at half-maximal effect; % of control where 0% means no effect; nearly all actives have a fitted effect of over 45% in size
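ATM-like activity read as KAP-1 phosphorylation via AlphaLISA donor/acceptor antibody pairs after lysis and 6 hr at 25C. Cells were ATM-null patient fibroblasts ([…], hTERT), dosed 60 min, then exposed to the DSB inducer NCS for 30 min.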
Tb PFK block = T. brucei PFK enzyme inhibition | O15648 | T. brucei PFK, ADP-Glo luminescence | Potency, µM (doses to about 57.5 µM), without a hit: at the highest dose activity, negative = inhibition, usual class: inhibitors | actives 0.17% (n = 330,000);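 also: potency is read from the fitted curve at half-maximal effect; 0% = uninhibited 1x PFK enzyme wells and -100% = no-enzyme wells; nearly all actives have a fitted effect of over 60% in size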
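1.25 nM PFK with 0.5 mM F6P and 0.1 mM ATP in 0.1 M TEA pH 8.0, 5 mM MgCl2, incubated 45 min at room temperature; ADP measured by ADP-Glo luminescence; compounds titrated up to 57 uM.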
Chronic BCR inh = inhibitors of chronic active B-cell receptor signaling | Potency, µM (doses to about 46.1 µM), for the others: at the highest dose ratio change, negative = lower green/red ratio, usual class: inhibitors | AID 493014 | actives 0.05% (n = 340,000) | ABC-DLBCL IkBa-CBG/CBR reporter, luminescence ratio, 4 h; active = well fitted inhibition curve with a large enough effect in the signal ratio, with a control signal flat, not every such curve was filed as active; inconclusive = small, poorly fitted or top-dose-only effect, or effect the other way, or a change in a side signal; the % refers to the signal ratio;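 also: potency is read from the fitted curve at half-maximal effect; plate controls were basal doxycycline-induced cells for no effect and cells given 10 µM MG132 for full effect; MG132 reads +100%, hits lower the ratio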
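TMD8 ABC-DLBCL cells carrying doxycycline-inducible green luciferase fused to IkappaBalpha plus unfused red luciferase were exposed to compounds (up to 46 uM) for 4 hrs at 37C. Activity came from the overlap-corrected green/red luminescence ratio.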
TCR act = T cell receptor activation; Potency, µM (top dose mostly 9.22 µM), for the others: top-dose activation of IL-2 secretion, usual class: activators; AID 504894; 330,000 tested, under 10 active; primary human leukocytes, anti-CD3, IL-2 HTRF, 48 h; also: % of control where 0% means no effect
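Primary human leukocytes receive a-CD3 beads and test compound and are incubated 48 hr. Secreted IL-2 is then assayed by HTRF, measuring 665nm acceptor emission after 320nm excitation of the europium donor.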
GALK inhibitor = galactokinase (human) inhibition; P51570; Potency, µM (series often up to 57.5 µM), inactives show at the highest dose activity change, negative = inhibition, usual class: inhibitors; Purified GALK, Kinase-Glo residual ATP luminescence; actives 0.007% (n = 270,000); AID 1868; also: potency is read from the fitted curve at half-maximal effect; % is scaled to controls: 0 for no effect and ±100 for the full control effect
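Quantitative HTS: GALK 5 nM, ATP 35 uM, galactose 100 uM, 1 h room temperature, then luciferase-based ATP detection.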
FBPA coupling cs = counter-screen for Giardia aldolase inhibitors: coupling enzyme system. coupling enzyme system counterscreen, AmpLite Red fluorescence. activity change, negative = inhibition, % at 58.2 µM, hits read low. actives 0.67% (n = 290,000). AID 2472; in the data active = activity change below about -30%; also: % is scaled to controls: 0 for no effect and ±100 for the full control effect
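Final compound at 57.5 uM, incubated 10 min at RT with coupling enzyme reagent (glyceraldehyde-3-phosphate), then 20 min with substrate and AmpLite Red detection. Fluorescence read at 525/598 nm; tests interference with the coupling assay, not aldolase inhibition.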
Giardia kill = kills Giardia lamblia. Giardia lamblia trophozoite viability. AID 540267. activity change, % at 7.66 µM, hits read low. actives 0.15% (n = 340,000); in the data active = activity change below about -80%; inconclusive = between about -30% and that limit;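 also: parasites exposed to compound for two days anaerobically before the ATP read; % is scaled to controls: 0 for no effect and ±100 for the full control effect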
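Each well holds 100 Giardia trophozoites and compound. After two days (48 hrs) at 37 deg C in anaerobic conditions, ATP is quantified by luminescence.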
TSHR antag = blocks TSH signaling through the human TSH receptor | P16473 | TSHR-expressing cells, TSH-stimulated cAMP HTRF, 2 h; hits give low values | activity change, negative = inhibition, % at 11.5 µM | actives 0.2% (n = 330,000) | AID 504810;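 active = activity change below a set negative limit, meaning inhibition stronger than a set level, cut at about -70% in these data; inconclusive = activity change between two set negative limits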; also: % is scaled to controls: 0 for no effect and ±100 for the full control effect
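TSHR-expressing cells, 200/well, pre-treated with compound, then stimulated with EC80 TSH (4nM final) for 2 hours at 37 deg C. cAMP measured by competitive HTRF: anti-cAMP cryptate antibody in lysis buffer plus cAMP-d2, read after 30 minutes at room temperature.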
KCNH2 WT inh = blocks the wildtype human KCNH2 potassium channel; AID 720551; U2OS, BacMam KCNH2, thallium flux FluxOr; hits give low values; Q12809; actives 0.37% (n = 340,000); activity change, % at 1.84 µM;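 active = maximum activity change below -70%; inconclusive = maximum activity change between -70% and -50%; inactive = maximum activity change above -50%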; also: % is scaled to controls: 0 for no effect and ±100 for the full control effect
Target sequence (Q12809 whole entry, looked up): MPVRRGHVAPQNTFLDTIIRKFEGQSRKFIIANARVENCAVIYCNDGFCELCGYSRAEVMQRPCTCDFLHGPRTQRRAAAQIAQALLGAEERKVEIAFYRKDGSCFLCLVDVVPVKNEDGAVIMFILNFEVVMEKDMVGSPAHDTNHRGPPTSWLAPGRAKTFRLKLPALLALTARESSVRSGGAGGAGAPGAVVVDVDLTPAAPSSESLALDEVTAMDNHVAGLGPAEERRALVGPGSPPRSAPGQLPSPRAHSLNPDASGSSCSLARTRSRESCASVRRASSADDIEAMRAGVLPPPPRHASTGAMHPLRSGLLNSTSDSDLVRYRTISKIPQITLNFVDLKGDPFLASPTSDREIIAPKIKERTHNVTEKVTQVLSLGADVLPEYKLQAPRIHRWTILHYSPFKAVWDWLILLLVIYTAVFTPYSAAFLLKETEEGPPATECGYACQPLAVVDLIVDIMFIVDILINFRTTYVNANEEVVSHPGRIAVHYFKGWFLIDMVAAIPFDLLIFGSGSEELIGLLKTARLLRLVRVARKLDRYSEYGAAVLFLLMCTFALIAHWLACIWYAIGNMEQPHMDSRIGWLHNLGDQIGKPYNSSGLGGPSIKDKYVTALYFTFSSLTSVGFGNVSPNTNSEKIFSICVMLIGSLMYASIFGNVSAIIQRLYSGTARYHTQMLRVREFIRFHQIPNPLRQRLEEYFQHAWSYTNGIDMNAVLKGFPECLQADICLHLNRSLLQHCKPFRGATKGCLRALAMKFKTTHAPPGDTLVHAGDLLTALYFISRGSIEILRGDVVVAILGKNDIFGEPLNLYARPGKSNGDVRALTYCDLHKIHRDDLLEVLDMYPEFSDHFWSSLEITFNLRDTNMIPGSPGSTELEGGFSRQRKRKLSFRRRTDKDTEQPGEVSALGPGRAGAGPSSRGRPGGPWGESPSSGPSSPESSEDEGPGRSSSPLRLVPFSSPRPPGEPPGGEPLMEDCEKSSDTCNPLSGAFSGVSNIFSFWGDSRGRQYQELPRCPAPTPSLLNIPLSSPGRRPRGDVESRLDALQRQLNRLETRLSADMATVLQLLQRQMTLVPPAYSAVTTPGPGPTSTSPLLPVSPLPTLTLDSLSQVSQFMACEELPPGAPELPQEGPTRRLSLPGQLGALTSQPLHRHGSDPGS
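U2OS cells transduced with wild-type KCNH2 virus are loaded with FluxOr dye for 45 min, and thallium flux is measured in kinetic reads before and after stimulation buffer. Rate constants are normalized to DMSO controls.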
An asterisk follows results filed as active; [ ] = another dose, or the depositor's remark. Unless noted, calls follow the shape of the dose curve; as a rule, active = well fitted curve in the direction sought with a large enough effect; inconclusive = small, poorly fitted or top-dose-only effect, or another doubt; inactive = no such curve, though single readings can be large; an effect the other way counts as inactive or inconclusive.

For C=CCn1c(O)c(N=Nc2ccccc2)c2ccccc21 the results were MLL CXXC-DNA inh 22.3%, A-T KAP1 phos -3.3%, Tb PFK block 3.4%, Chronic BCR inh inconclusive, TCR act 2.1%, GALK inhibitor -2.9%, FBPA coupling cs -2.4, Giardia kill -6.8, TSHR antag -0.8 and KCNH2 WT inh 13.5.
For Cc1ccc(CN2C(=O)CCC2C(=O)NCCCN2CCC(C)CC2)cc1 (configuration not stated) the results were MLL CXXC-DNA inh -0.6%, A-T KAP1 phos 2.0%, Tb PFK block 0.2%, Chronic BCR inh 1.1%, TCR act 1.0%, GALK inhibitor -1.5%, FBPA coupling cs 3.5, Giardia kill 5.2, TSHR antag 1.0 and KCNH2 WT inh 9.0.
Screening CN(/N=C/c1ccc(C(C)(C)C)cc1)C1=NCCN1 returned MLL CXXC-DNA inh 1.7%, A-T KAP1 phos -1.5%, Tb PFK block 3.6%, Chronic BCR inh -3.8%, TCR act -5.0%, GALK inhibitor 9.6%, FBPA coupling cs -0.1, Giardia kill 9.3, TSHR antag 6.7 and KCNH2 WT inh -1.9.
`CN1CCN(C(=S)NC(=O)c2cccc([N+](=O)[O-])c2)CC1` gave MLL CXXC-DNA inh 0.5%, A-T KAP1 phos 14.9%, Tb PFK block 1.5%, Chronic BCR inh -0.3%, TCR act 4.0%, GALK inhibitor 3.0%, FBPA coupling cs 0.6, Giardia kill 8.5, TSHR antag 0.4 and KCNH2 WT inh 0.9.
`COc1ccc(CNS(=O)(=O)NCc2ccccc2F)cc1` gave MLL CXXC-DNA inh 7.4%, A-T KAP1 phos 33.8%, Tb PFK block 0.6%, Chronic BCR inh 4.0%, TCR act 6.2%, GALK inhibitor -0.6%, FBPA coupling cs 0.2, Giardia kill -15.5, TSHR antag -1.6 and KCNH2 WT inh -2.5.
CC(=O)Oc1ccc(C(=O)Nc2ccccc2NC(=O)c2ccc(OC(C)=O)cc2)cc1 was read as MLL CXXC-DNA inh -6.5%, A-T KAP1 phos -15.9%, Tb PFK block -3.4%, Chronic BCR inh inconclusive, TCR act 6.8%, GALK inhibitor 1.5%, FBPA coupling cs 1.8, Giardia kill -15.5, TSHR antag -7.9 and KCNH2 WT inh -17.6.
For COC(=O)C(CCSC)NC(=O)Cn1ncc2c(=O)oc3ccccc3c21 (configuration not stated) the results were MLL CXXC-DNA inh -2.1%, A-T KAP1 phos 15.4%, Tb PFK block -7.5%, Chronic BCR inh 1.5%, TCR act 4.0%, GALK inhibitor 2.5%, FBPA coupling cs 2.2, Giardia kill -8.1, TSHR antag 15.3 and KCNH2 WT inh -7.1.
`CC(CCN1CCN=C1N(C)C)c1ccccc1` (configuration not stated) gave A-T KAP1 phos 3.2%, Tb PFK block -0.9%, Chronic BCR inh 0.8%, TCR act 2.3%, Giardia kill 8.3, TSHR antag -4.9 and KCNH2 WT inh -0.4.
CC1(O)c2ccccc2C(=O)N1Cc1ccccc1 (configuration not stated) was read as MLL CXXC-DNA inh 5.6%, A-T KAP1 phos 4.8%, Tb PFK block 1.7%, Chronic BCR inh 2.5%, TCR act -4.5%, GALK inhibitor 4.0%, FBPA coupling cs -0.1, Giardia kill 7.5, TSHR antag -7.6 and KCNH2 WT inh -0.6.
For O=C(NC12CC3CC(CC(C3)C1)C2)c1ccc(Br)o1 the results were MLL CXXC-DNA inh 12.8%, A-T KAP1 phos -1.5%, Tb PFK block 3.0%, Chronic BCR inh -1.4%, TCR act -0.9%, GALK inhibitor -2.8%, FBPA coupling cs -0.2, Giardia kill 7.1, TSHR antag -10.7 and KCNH2 WT inh -11.5.
`S=c1[nH]ncn1/N=C/c1ccc(Br)cc1` gave MLL CXXC-DNA inh -1.2%, A-T KAP1 phos 0.0%, Tb PFK block 0.0%, Chronic BCR inh inconclusive, TCR act 5.9%, GALK inhibitor -1.0%, FBPA coupling cs 2.4, Giardia kill -4.1, TSHR antag -3.1 and KCNH2 WT inh -8.7.
`COc1ccc(C)cc1NC(=O)C1CCCCC1C(=O)O` (configuration not stated) gave MLL CXXC-DNA inh 10.0%, A-T KAP1 phos 2.2%, Tb PFK block 0.5%, Chronic BCR inh -2.3%, TCR act -1.8%, GALK inhibitor 4.7%, FBPA coupling cs 1.7, Giardia kill 7.2, TSHR antag -5.1 and KCNH2 WT inh -4.8.
`CC(C)c1ccc(N(C(=O)c2csnn2)C(C(=O)NC2CCCC2)c2cccnc2)cc1` (configuration not stated) gave MLL CXXC-DNA inh 6.4%, A-T KAP1 phos 1.0%, Tb PFK block -2.2%, Chronic BCR inh -1.7%, TCR act -0.5%, GALK inhibitor -0.8%, FBPA coupling cs 1.9, Giardia kill 19.5, TSHR antag -2.3 and KCNH2 WT inh 4.3.
Screening CCC(CO)NC(=O)c1cc2c(s1)CCC2 (configuration not stated) returned MLL CXXC-DNA inh 8.9%, A-T KAP1 phos -1.0%, Tb PFK block -1.3%, Chronic BCR inh inconclusive, TCR act 17.2%, GALK inhibitor -0.4%, FBPA coupling cs 2.5, Giardia kill -11.6, TSHR antag 38.7 and KCNH2 WT inh 11.4.
For CCC1CCCCN1S(=O)(=O)c1ccc(-n2cnnn2)c(C)c1 (configuration not stated) the results were MLL CXXC-DNA inh 1.3%, A-T KAP1 phos -2.9%, Tb PFK block 3.6%, Chronic BCR inh -0.2%, TCR act 1.9%, GALK inhibitor 19.1%, FBPA coupling cs 0.1, Giardia kill -5.8, TSHR antag 2.2 and KCNH2 WT inh 1.7.
Screening CC(=O)N1CSCC1C(=O)NNS(=O)(=O)c1ccccc1 (configuration not stated) returned MLL CXXC-DNA inh -7.6%, A-T KAP1 phos 3.1%, Tb PFK block 2.3%, Chronic BCR inh -8.3%, TCR act 4.6%, GALK inhibitor -1.4%, FBPA coupling cs -0.1, Giardia kill -14.4, TSHR antag -1.2 and KCNH2 WT inh 6.2.
Screening COc1ccc(OC)c(S(=O)(=O)Nc2cc(C(=O)O)ccc2N2CC3CC(C2)c2cccc(=O)n2C3)c1 (configuration not stated) returned MLL CXXC-DNA inh -1.7%, A-T KAP1 phos 0.6%, Tb PFK block 0.5%, Chronic BCR inh -1.2%, TCR act -0.3%, GALK inhibitor -4.9%, FBPA coupling cs 1.5, Giardia kill 5.6 and TSHR antag 1.3.
`COc1cc(C2c3c(oc4ccccc4c3=O)C(=O)N2c2ccc(C)cn2)ccc1O` (configuration not stated) gave MLL CXXC-DNA inh -4.2%, A-T KAP1 phos 0.1%, Tb PFK block 1.4%, Chronic BCR inh 5.5%, TCR act 0.9%[46.1 µM], GALK inhibitor -0.3%, FBPA coupling cs -0.2, Giardia kill 3.0, TSHR antag 15.9 and KCNH2 WT inh -0.7.
`O=C(Nc1cccc(Cl)c1)N1CCN2C(=O)c3ccccc3C12c1ccccc1` (configuration not stated) gave MLL CXXC-DNA inh 14.3%, A-T KAP1 phos -7.2%, Tb PFK block -2.9%, Chronic BCR inh inconclusive, TCR act 0.0%, GALK inhibitor 2.0%, FBPA coupling cs 4.0, Giardia kill -4.6, TSHR antag -6.9 and KCNH2 WT inh 2.3.
Screening O=C(OCn1ncc(Cl)c(Cl)c1=O)c1cccc(C(F)(F)F)c1 returned MLL CXXC-DNA inh -3.1%, A-T KAP1 phos 0.8%, Tb PFK block 0.4%, Chronic BCR inh inconclusive, TCR act 6.3%, GALK inhibitor -6.4%, FBPA coupling cs 5.6, Giardia kill -6.8, TSHR antag inconclusive and KCNH2 WT inh -4.8.
For Cc1ccc(C)c(NC(=O)COc2cccc3c2CCN(Cc2ccccc2)C3=O)c1 the results were MLL CXXC-DNA inh -5.4%, A-T KAP1 phos 4.3%, Tb PFK block -4.6%, Chronic BCR inh -22.5%, TCR act -6.1%[46.1 µM], GALK inhibitor 0.2%, FBPA coupling cs 1.6, Giardia kill -6.9, TSHR antag -7.5 and KCNH2 WT inh 47.9.
Screening Cc1ccc(N=Cc2c(O)c3ccccc3oc2=O)c(C)c1 returned MLL CXXC-DNA inh 14.3%, A-T KAP1 phos -5.2%, Tb PFK block 1.9%, Chronic BCR inh inconclusive, TCR act 1.4%, GALK inhibitor -2.9%, FBPA coupling cs -0.9, Giardia kill 15.8, TSHR antag 0.5 and KCNH2 WT inh 1.8.
CCOC(=O)C1=C(COC(=O)/C=C/c2ccc(OC)cc2)NC(=O)NC1C (configuration not stated) was read as A-T KAP1 phos -3.8%, Tb PFK block 0.0%, Chronic BCR inh 2.6%, TCR act -1.5%, Giardia kill -6.7, TSHR antag -12.0 and KCNH2 WT inh 2.0.
